From PubChem
Glyco luc inh: increase of ERlucT glycosylation luciferase signal, primary screen, N-linked glycosylation inhibitor project, D54 ERlucT cells, luminescence, set 2; reporter increase, % at 12.5 µM; D54 ERlucT glycosylation luciferase reporter, 24 h; percent of 100 nM tunicamycin response; hit rate 0.23% among 360,000;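 active means mean luciferase reporter signal, scaled so untreated is 0 and the glycosylation-blocking control 100, at or above a set limit in every replicate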;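 further: luciferase carries N-glycosylation sites so blocking glycosylation raises the light; 0% = median of neutral control wells and 100% = median of 100 nM tunicamycin wells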
Exocytosis inh: LAMP-1 surface exposure blockers, TALL-104 cells – cell-based, flow cytometry, MLPCN library, primary screen; TALL-104 LAMP-1 surface exposure; cells stimulated with thapsigargin and PMA; inhibition, % at 10 µM; hit rate 0.66% among 360,000; AID 651702, 2012;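 active means inhibition above about 55%, limit read from the data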
CaV13 FRET inh: Primary screen for inhibitors of IQ motif and Ca2+-dependent inactivation inhibitor domain binding in CACNA1D, Förster resonance energy transfer in living cells, …. HEK cells, CFP/YFP FRET ICDI-IQ, plate reader, 10 min; percent FRET-ratio fall versus neutral wells. inhibition, % at 12.3 µM. hit rate 0.098% among 340,000. AID 743397;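 active means mean replicate inhibition of at least 30% and at least 1% of replicates passing that level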;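 further: 0% = median of the neutral control wells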
MC4R antagonist: MC4R antagonists of cAMP signaling, primary screen, cell-based, TR-FRET, antagonist arm of biased-ligand search. hit rate 0.48% among 360,000. AID 540295, 2011. inhibition, % at 6.5 µM. MC4R-expressing cells, MTII-stimulated cAMP, LANCE TR-FRET. Melanocortin receptor 4 (Homo sapiens), P32245;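 active means inhibition above its plate's cutoff, the mean of tested wells on that plate plus 3 SD, cut at about 29% in these data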;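 further: 0% = Melanotan II alone and 100% = Melanotan II plus saturating MCL0020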
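Assay system: U2OS-MC4R stable cell line; Also added: Melanotan II; Technique: Eu-cAMP/anti-cAMP TR-FRET, emission 671 nm; Times: 30-min compound, 1-h challenge, 1-h detection, room temperature.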
ABHD5-PLIN5 inh: ABHD5-PLIN5 interaction inhibitors, primary screen, cell lysate, split luciferase complementation, luminescence | Split G. princeps luciferase complementation, 4 h | inhibition, % at 4 µM | hit rate 0.78% among 360,000;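 active means inhibition above the mean inhibition across every tested compound plus 3 SD, cut at about 22% in these data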;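 further: 0% = DMSO only wells and the 100% control is not disclosed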
ABCB6 inh 2: ABCB6 transporter inhibitors, primary screen, K562-ABCB6 cells, flow cytometry, MLPCN library | ATP-binding cassette sub-family B member 6 (Homo sapiens), Q9NP58 | K562-ABCB6 porphyrin accumulation, 1 h; stronger effect = lower value | fluorescence ratio to DMSO, % at 10 µM | hit rate 0.19% among 360,000;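 active means fluorescence ratio to DMSO below 75%, the collection mean minus 3 SD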;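 further: signal is porphyrin accumulated inside mitochondria; 100% equals median channel fluorescence of DMSO control wells; lower ratio means ABCB6 inhibition with less porphyrin fluorescence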
Target sequence (Q9NP58 whole entry, looked up): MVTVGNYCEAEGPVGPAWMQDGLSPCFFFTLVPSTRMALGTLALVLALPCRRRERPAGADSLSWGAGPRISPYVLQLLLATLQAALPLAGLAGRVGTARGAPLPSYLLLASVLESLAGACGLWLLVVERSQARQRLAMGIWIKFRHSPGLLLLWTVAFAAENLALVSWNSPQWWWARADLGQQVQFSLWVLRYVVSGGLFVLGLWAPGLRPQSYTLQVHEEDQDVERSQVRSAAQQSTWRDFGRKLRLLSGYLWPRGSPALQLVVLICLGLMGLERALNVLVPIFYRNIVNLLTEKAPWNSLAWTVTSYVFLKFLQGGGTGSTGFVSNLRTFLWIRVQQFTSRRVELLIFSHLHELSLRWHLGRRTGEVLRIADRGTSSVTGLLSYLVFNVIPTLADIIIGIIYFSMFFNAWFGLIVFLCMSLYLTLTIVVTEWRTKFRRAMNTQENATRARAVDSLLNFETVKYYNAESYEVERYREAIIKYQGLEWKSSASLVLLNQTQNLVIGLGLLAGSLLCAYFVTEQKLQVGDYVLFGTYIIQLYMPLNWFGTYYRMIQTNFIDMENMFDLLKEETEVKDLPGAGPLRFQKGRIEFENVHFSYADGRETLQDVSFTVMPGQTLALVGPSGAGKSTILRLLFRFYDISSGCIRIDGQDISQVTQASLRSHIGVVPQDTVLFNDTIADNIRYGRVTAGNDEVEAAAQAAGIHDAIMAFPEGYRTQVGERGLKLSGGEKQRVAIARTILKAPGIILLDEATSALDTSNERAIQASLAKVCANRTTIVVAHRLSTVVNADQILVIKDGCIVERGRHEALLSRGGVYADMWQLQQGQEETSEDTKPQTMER
m5-HT2A agonist: mouse Htr2a agonists via beta-arrestin recruitment, primary screen, cell-based, luminescence; hit rate 0.66% among 360,000; activation, % at 7.6 µM; 5-hydroxytryptamine receptor 2A (Mus musculus), P35363; CHO-K1 mHTR2A beta-arrestin complementation; percent of 30 µM serotonin response;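 active means activation above a run cutoff, the mean activation of all tested compounds plus 3 SD, cut at about 14% in these data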;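 further: 0% = plate median of compound wells and 100% = 30 µM serotonin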
PDI turbidity: inhibitors of human PDI, primary screen, biochemical, turbidity, single point, plate reader | Protein disulfide-isomerase (Homo sapiens), P07237 | PDI insulin aggregation turbidity, A650, 90 min | inhibition, % at 10 µM | hit rate 0.052% among 350,000 | AID 588391, 2011;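 active means mean inhibition across replicates of 30% or more, whatever share of single replicates reach that level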;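 further: absorbance from insulin aggregation driven by PDI reduction with DTT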
Cardio protect: cardioprotection against H2O2-induced cell death, primary screen, uHTS, H9c2 cells, ATPLite luminescence. hit rate 0.63% among 360,000. H9c2 cardiomyocytes, H2O2 injury protection, 2 h. protection from H2O2 cell death, % at 20 µM;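 active means compounds giving at least 50% protection of heart cells from peroxide-induced death in the single-dose screen, raw or plate-pattern-corrected value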;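 further: 0% = DMSO wells with peroxide and 100% = DMSO wells without peroxide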
MC4R ag barr: MC4R agonists recruiting beta-arrestin, primary screen, cell-based, luminescence, agonist arm of biased-ligand search; activation, % at 8.9 µM; AID 540308, 2011; U2OS MC4R beta-arrestin complementation; percent of melanotan II response, DMSO zero; Melanocortin receptor 4 (Homo sapiens), P32245; hit rate 0.98% among 360,000;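 active means activation above a per-plate cutoff, the mean activation of sample wells on that plate plus 3 SD, cut at about 8% in these data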
Starred values were filed as active, the others as inactive. Compounds as they come (roughly 4.2% active in at least one column).

Screening COc1ccc(NC(=O)CN(C)C(=O)CCNS(=O)(=O)c2ccc(Br)cc2)cc1 returned Glyco luc inh -1, Exocytosis inh -1, CaV13 FRET inh -10, MC4R antagonist 9, ABHD5-PLIN5 inh 2, ABCB6 inh 2 101, m5-HT2A agonist -8, PDI turbidity 10, Cardio protect -6 and MC4R ag barr -2.2.
O=C(Cn1cnc(Cl)c1Cl)c1ccccc1 was read as Glyco luc inh 2, Exocytosis inh -1, CaV13 FRET inh -4, MC4R antagonist -4, ABHD5-PLIN5 inh 4, ABCB6 inh 2 99, m5-HT2A agonist -2, PDI turbidity 4, Cardio protect -2 and MC4R ag barr -0.7.
CSc1cccc(NC(=O)c2ccc(NC3=NC4CS(=O)(=O)CC4S3)cc2)c1 (centres undefined) was read as Glyco luc inh 0, Exocytosis inh 17, CaV13 FRET inh -5, MC4R antagonist 9, ABHD5-PLIN5 inh -3, ABCB6 inh 2 104, m5-HT2A agonist -2, Cardio protect 4 and MC4R ag barr -1.0.
O=C(Cn1nnc(-c2ccccc2)n1)NCc1cccs1 was read as Glyco luc inh 0, Exocytosis inh 2, MC4R antagonist 4, ABHD5-PLIN5 inh 2, ABCB6 inh 2 106, m5-HT2A agonist -2, PDI turbidity -7, Cardio protect 1 and MC4R ag barr -0.7.
For Cc1nnc(SCC(=O)Nc2ncc3c(n2)CC(C)(C)CC3=O)s1 the results were Glyco luc inh 0, Exocytosis inh -1, CaV13 FRET inh -8, MC4R antagonist 10, ABHD5-PLIN5 inh -1, ABCB6 inh 2 98, m5-HT2A agonist 2, PDI turbidity -1, Cardio protect 1 and MC4R ag barr -0.2.
O=C(CCC1CCCCC1)Nc1ccc(S(=O)(=O)Nc2nccs2)cc1 was read as Glyco luc inh -1, Exocytosis inh -11, MC4R antagonist 13, ABHD5-PLIN5 inh -17, ABCB6 inh 2 96, m5-HT2A agonist 0, PDI turbidity 3, Cardio protect -8 and MC4R ag barr 0.0.
For CCN(CC)CCNC(=O)CN1C(=O)COc2ccc(S(=O)(=O)N3CCOCC3)cc21 the results were Glyco luc inh 1, Exocytosis inh -6, CaV13 FRET inh -2, MC4R antagonist -10, ABHD5-PLIN5 inh 12, ABCB6 inh 2 103, m5-HT2A agonist -3, PDI turbidity -3, Cardio protect 2 and MC4R ag barr 0.1.
`CC(C)Oc1ccc(/C=C(\C#N)C(=O)NC2CC2)cc1` gave Glyco luc inh 1, Exocytosis inh -7, CaV13 FRET inh -4, MC4R antagonist 6, ABHD5-PLIN5 inh 5, ABCB6 inh 2 94, m5-HT2A agonist 1, PDI turbidity 0, Cardio protect -8 and MC4R ag barr 2.7.
For CCOP(=O)(OCC)C(NC(=O)Nc1ccc(Cl)c(Cl)c1)c1ccccc1 (centres undefined) the results were Glyco luc inh -3, Exocytosis inh 3, CaV13 FRET inh -3, MC4R antagonist 24, ABHD5-PLIN5 inh -4, ABCB6 inh 2 98, m5-HT2A agonist 1, PDI turbidity 9, Cardio protect -7 and MC4R ag barr 1.3.
For COc1ccc(-c2nnn(CC(=O)Nc3sc4c(c3C#N)CCCC4)n2)cc1 the results were Glyco luc inh 1, Exocytosis inh -2, CaV13 FRET inh -5, MC4R antagonist -1, ABHD5-PLIN5 inh 0, ABCB6 inh 2 89, m5-HT2A agonist -3, PDI turbidity 4, Cardio protect -2 and MC4R ag barr 1.2.

2 entries drawn at random from those above:
O=C(CCC1CCCCC1)Nc1ccc(S(=O)(=O)Nc2nccs2)cc1 was read as Glyco luc inh -1, Exocytosis inh -11, MC4R antagonist 13, ABHD5-PLIN5 inh -17, ABCB6 inh 2 96, m5-HT2A agonist 0, PDI turbidity 3, Cardio protect -8 and MC4R ag barr 0.0.
For CCN(CC)CCNC(=O)CN1C(=O)COc2ccc(S(=O)(=O)N3CCOCC3)cc21 the results were Glyco luc inh 1, Exocytosis inh -6, CaV13 FRET inh -2, MC4R antagonist -10, ABHD5-PLIN5 inh 12, ABCB6 inh 2 103, m5-HT2A agonist -3, PDI turbidity -3, Cardio protect 2 and MC4R ag barr 0.1.

Further compounds follow.
O=C(Oc1nsnc1N1CCOCC1)N1CCCCC1 was read as Glyco luc inh 1, Exocytosis inh 0, CaV13 FRET inh -10, MC4R antagonist 9, ABHD5-PLIN5 inh -11, ABCB6 inh 2 99, m5-HT2A agonist -1, PDI turbidity -1, Cardio protect 4 and MC4R ag barr -1.3.
Screening CCOC(=O)[C@H]1[C@H]2COc3cc(OC)ccc3[C@@H]2N2C(=O)c3cc(C)ccc3NC(=O)[C@@]12C returned Glyco luc inh -2, Exocytosis inh -3, CaV13 FRET inh -12, MC4R antagonist 10, ABHD5-PLIN5 inh 3, ABCB6 inh 2 101, m5-HT2A agonist 6, PDI turbidity 6, Cardio protect 20 and MC4R ag barr -0.2.
`COc1cccc(C(C)(O)c2nc(-c3cccc(F)c3)cs2)c1` (centres undefined) gave Glyco luc inh -3, Exocytosis inh -13, CaV13 FRET inh -5, MC4R antagonist 1, ABHD5-PLIN5 inh -9, ABCB6 inh 2 97, m5-HT2A agonist -3, PDI turbidity 6, Cardio protect -23 and MC4R ag barr 4.7.
Screening COC(=O)c1cc(CNC(=O)c2cccc(Cl)c2)ccc1OC returned Glyco luc inh -1, Exocytosis inh -3, CaV13 FRET inh -2, MC4R antagonist 13, ABHD5-PLIN5 inh 1, ABCB6 inh 2 102, m5-HT2A agonist -1, PDI turbidity 3, Cardio protect 6 and MC4R ag barr -1.8.
CC(=O)c1cccc(OC(=O)c2cc(S(=O)(=O)N3CCOCC3)ccc2N2CCCC2)c1 was read as Glyco luc inh 3, Exocytosis inh -4, CaV13 FRET inh -1, MC4R antagonist 5, ABHD5-PLIN5 inh 6, ABCB6 inh 2 104, m5-HT2A agonist -4, PDI turbidity -5, Cardio protect 4 and MC4R ag barr 0.4.
N#CCc1c(C#N)c(N)nc(N2CCN(C=O)CC2)c1C#N was read as Glyco luc inh 1, Exocytosis inh 0, CaV13 FRET inh -5, MC4R antagonist -11, ABHD5-PLIN5 inh 23*, ABCB6 inh 2 101, m5-HT2A agonist -3, PDI turbidity 12, Cardio protect -6 and MC4R ag barr -1.7.
Screening Cc1ccc([N+](=O)[O-])c(OCCCN2C(=O)NC(C)(C)C2=O)c1 returned Glyco luc inh 1, Exocytosis inh 1, CaV13 FRET inh -7, MC4R antagonist 20, ABHD5-PLIN5 inh 5, ABCB6 inh 2 92, m5-HT2A agonist 6, PDI turbidity 1, Cardio protect 3 and MC4R ag barr 1.8.
CNCc1ccccc1OCC(=O)Nc1ccccc1OC was read as Glyco luc inh 2, Exocytosis inh 0, CaV13 FRET inh -7, MC4R antagonist 3, ABHD5-PLIN5 inh 2, ABCB6 inh 2 100, m5-HT2A agonist -2, PDI turbidity -5, Cardio protect 12 and MC4R ag barr -0.4.
`NC(=O)C1CCN(C(=O)CCn2c(=O)oc3ccccc32)CC1` gave Glyco luc inh 3, Exocytosis inh -1, CaV13 FRET inh -3, MC4R antagonist -4, ABHD5-PLIN5 inh -1, ABCB6 inh 2 122, m5-HT2A agonist -8, PDI turbidity 0, Cardio protect 0 and MC4R ag barr -1.8.
`Cc1cccc(-n2nnc(C(=O)N3CCc4ccccc4C3)c2N)c1` gave Exocytosis inh -4, CaV13 FRET inh -5, MC4R antagonist 1, ABHD5-PLIN5 inh -4, ABCB6 inh 2 92, m5-HT2A agonist 0, PDI turbidity -1, Cardio protect 3 and MC4R ag barr -0.2.
Screening Cc1ccc(C(=O)N2CCN(c3ccc([N+](=O)[O-])cc3)CC2)o1 returned Glyco luc inh 1, Exocytosis inh 1, CaV13 FRET inh -7, MC4R antagonist 5, ABHD5-PLIN5 inh 4, ABCB6 inh 2 100, m5-HT2A agonist -1, PDI turbidity -11, Cardio protect -2 and MC4R ag barr -0.3.
For Cc1ccc(C)c(N2CCN(CCCNC(=O)Cn3cccc3C(=O)c3ccccc3C)CC2)c1 the results were Glyco luc inh -7, Exocytosis inh 27, CaV13 FRET inh -7, MC4R antagonist 9, ABHD5-PLIN5 inh 18, ABCB6 inh 2 99, m5-HT2A agonist -4, PDI turbidity 5, Cardio protect -9 and MC4R ag barr 12*.
For O=C(Nc1cccc(S(=O)(=O)N2CCOCC2)c1)c1ccc(N2CCOCC2)c([N+](=O)[O-])c1 the results were Glyco luc inh -3, Exocytosis inh -2, CaV13 FRET inh -7, MC4R antagonist 3, ABHD5-PLIN5 inh 8, ABCB6 inh 2 91, m5-HT2A agonist 3, PDI turbidity 10, Cardio protect 0 and MC4R ag barr -0.8.
CCCS(=O)(=O)N1CCN(CC2CC=CCC2)CC1 (centres undefined) was read as Glyco luc inh 1, Exocytosis inh 0, CaV13 FRET inh 0, MC4R antagonist 1, ABHD5-PLIN5 inh -1, ABCB6 inh 2 90, m5-HT2A agonist -4, PDI turbidity -4, Cardio protect -2 and MC4R ag barr -0.5.
`Cc1cccc(Cn2c(=O)n(CCCC(=O)NCc3ccco3)c(=O)c3ccccc32)c1` gave Glyco luc inh 7, Exocytosis inh -1, CaV13 FRET inh -7, MC4R antagonist -27, ABHD5-PLIN5 inh 3, ABCB6 inh 2 99, m5-HT2A agonist -7, PDI turbidity 4, Cardio protect 0 and MC4R ag barr -0.2.
For CCOC(=O)c1cc(C)[nH]c(=O)c1C#N the results were Glyco luc inh 0, Exocytosis inh 0, CaV13 FRET inh -4, MC4R antagonist 27, ABHD5-PLIN5 inh 2, ABCB6 inh 2 92, m5-HT2A agonist 4, PDI turbidity 6, Cardio protect -2 and MC4R ag barr 0.8.
Screening CC(=O)Nc1cc(NC(C)=O)cc(C(=O)OCC(=O)N(c2ccccc2)C2CCS(=O)(=O)C2)c1 (centres undefined) returned Glyco luc inh 1, Exocytosis inh 3, CaV13 FRET inh -15, MC4R antagonist 11, ABHD5-PLIN5 inh 8, ABCB6 inh 2 100, m5-HT2A agonist 2, PDI turbidity 0, Cardio protect 9 and MC4R ag barr -1.2.
NC(=O)c1ccc[n+](CC(=O)c2ccc(Br)cc2)c1 was read as Glyco luc inh -3, Exocytosis inh -4, CaV13 FRET inh -6, MC4R antagonist 17, ABHD5-PLIN5 inh -6, ABCB6 inh 2 99, m5-HT2A agonist 0, PDI turbidity 3, Cardio protect 9 and MC4R ag barr -2.1.
For C=CCn1c(Cc2ccc(OCC)cc2)nnc1SCC(N)=O the results were Glyco luc inh 2, Exocytosis inh -1, CaV13 FRET inh -10, MC4R antagonist 7, ABHD5-PLIN5 inh 1, ABCB6 inh 2 102, m5-HT2A agonist 4, PDI turbidity -3, Cardio protect 4 and MC4R ag barr -3.2.
